# Compound activity from PubChem.
# M1 antag – antagonists of human M1 muscarinic receptor; inhibition, % at 3 µM; 360,000 compounds, 1.3% hits; CHO-K1 hM1, Fluo-8 calcium fluorescence, ACh EC80 antagonist; P11229;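 active = percent inhibition above its own plate's cutoff, namely the mean of that plate's compound wells plus 3 SD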;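 note: peak over basal fluorescence ratio during 140 s after agonist addition; 0% = ACh EC80 plus DMSO and 100% = DMSO alone without agonist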
# TAAR1 antagonist – human TAAR1 antagonism; Q96RJ0; CHO RD-HGA16 TAAR1, Fluo-8 calcium fluorescence, antagonist; inhibition, % at 3 µM; 360,000 compounds, 1.5% hits; AID 624466;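 active = inhibition above a per-plate cutoff, the mean inhibition of test compounds on that plate plus 3 SD, cut at about 49% in these data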;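 note: 0% = DMSO plus EC80 beta-PEA response and 100% = DMSO alone without agonist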
# Target sequence (Q96RJ0 whole entry, looked up): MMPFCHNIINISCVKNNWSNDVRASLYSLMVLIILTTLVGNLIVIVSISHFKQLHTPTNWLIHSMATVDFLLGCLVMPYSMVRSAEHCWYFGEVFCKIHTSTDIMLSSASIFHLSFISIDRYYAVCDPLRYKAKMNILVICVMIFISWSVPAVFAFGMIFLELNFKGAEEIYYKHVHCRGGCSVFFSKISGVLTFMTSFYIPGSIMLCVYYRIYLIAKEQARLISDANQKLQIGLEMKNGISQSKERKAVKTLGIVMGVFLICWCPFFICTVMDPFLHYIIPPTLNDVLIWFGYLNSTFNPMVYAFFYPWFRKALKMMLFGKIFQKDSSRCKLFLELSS
#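 Assay system: RD-HGA16 CHO cells with stable hTAAR1 and Gα16 / Reagent: EC80 β-phenethylamine stimulus / Doses: 3 µM, single point / Timing: dye loading 75 min at 37 °C, then 30 min room temperature / Measured by: Fluo-8 intracellular calcium dye fluorescence, real-time kinetic reads / Controls: vehicle wells and EC80 agonist wells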
# CHO parental Ca – signal in parental CHO cells, OX1R antagonist counter-screen | inhibition, % at 5.6 µM | 330,000 compounds, 0.63% hits | parental CHO-K1, ATP-induced calcium, Fluo-8 fluorescence;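 active = inhibition above that plate's mean sample inhibition plus 3 SD, cut at about 26% in these data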;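 note: 0% = ATP-challenged DMSO wells and 100% = DMSO wells without ATP; some compounds past the cut are filed as inactive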
#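 test system = CHO parental line | reagent = ATP stimulus | measured by = intracellular calcium via Fluo-8 no-wash fluorescent dye | control set = ATP and no-ATP DMSO wells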
# M1 PAM parental – M1 PAM counterscreen hit in parental CHO-K1 cells; ATP EC20, Fluo-8 calcium fluorescence; 0% at ATP EC20, 100% at ATP max; activation, % at 3 µM; 360,000 compounds, 0.02% hits; AID 602247;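 active = activation above the run cutoff, the mean activation of all test compounds plus 3 SD, cut at about 40% in these data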;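 note: peak over basal fluorescence ratio in a 140 s read after ATP addition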
# CHO-K1 Ca ag – nonselective activator or artifact in parental CHO-K1 cells; Fluo-8 calcium fluorescence; scaled to maximal ATP response, vehicle zero; activation, % at 3 µM; 360,000 compounds, 0.48% hits; AID 602248; in the data active = activation above about 15%;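 note: untransfected CHO-K1 host cells lacking M1 receptor as counterscreen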
# M1 ag – activates human CHRM1 receptor; P11229; CHO-K1 hM1, Fluo-8 calcium fluorescence, agonist mode; 0% DMSO, 100% acetylcholine EC100; activation, % at 3 µM; 360,000 compounds, 0.33% hits; AID 588814;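 active = activation above the run's mean compound activation plus 3 SD, cut at about 16% in these data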;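 note: peak over basal fluorescence ratio within a 140 s kinetic read after compound addition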
# TAAR1 ag – agonists of human TAAR1. 360,000 compounds, 0.99% hits. CHO RD-HGA16 TAAR1, Fluo-8 calcium fluorescence; vehicle wells 0%, saturating PEA agonist 100%. Q96RJ0. activation, % at 3 µM;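 active = activation above the mean activation of all test compounds in the run plus 3 SD, cut at about 38% in these data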
#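 System: CHO RD-HGA16 cells carrying human TAAR1 plus Gα16; Incubation: 17-24 h seeding, 75 min 37 °C dye, 30 min RT; Measured by: Fluo-8 fluorescence, 5 s baseline then 140 s kinetic read; Control set: DMSO and PEA EC100; Replication: single well for each compound.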
# CHO-K1 Ca antag – nonselective inhibitor or artifact in parental CHO-K1 cells | inhibition, % at 3 µM | AID 602250 | 360,000 compounds, 0.6% hits | ATP-induced calcium, Fluo-8 fluorescence;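 active = inhibition above a per-plate cutoff, the plate's mean sample inhibition plus 3 SD, cut at about 24% in these data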;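 note: 0% = DMSO plus EC80 ATP and 100% = DMSO alone without ATP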
# OXTR potentiator – human OXTR potentiation; 320,000 compounds, 0.061% hits; activation, % at 3 µM; CHO-OTR cells, Fluo-8 calcium fluorescence, potentiator mode; 0% = oxytocin EC15, 100% = EC100; P30559;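 active = activation above that plate's cutoff, the mean activation of tested compounds plus 3 SD, cut at about 6.6% in these data, passing the limit was not always enough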;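 note: 100% uses oxytocin at 75 nM as the full agonist control; some results filed as inactive read as strong as hits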
# Target sequence (P30559 whole entry, looked up): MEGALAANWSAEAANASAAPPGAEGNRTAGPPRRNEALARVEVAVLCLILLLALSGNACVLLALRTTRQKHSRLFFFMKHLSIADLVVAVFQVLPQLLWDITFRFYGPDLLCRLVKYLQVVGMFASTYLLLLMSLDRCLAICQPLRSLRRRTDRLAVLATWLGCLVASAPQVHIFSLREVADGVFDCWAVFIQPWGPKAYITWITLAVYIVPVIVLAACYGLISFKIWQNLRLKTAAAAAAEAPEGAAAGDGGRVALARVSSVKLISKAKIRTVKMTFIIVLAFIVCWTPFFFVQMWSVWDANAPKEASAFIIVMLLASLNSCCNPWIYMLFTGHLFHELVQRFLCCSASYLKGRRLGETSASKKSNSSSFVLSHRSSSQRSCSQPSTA
#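 Dosing: Single dose, 3.0 µM nominal final compound concentration | Material: Human OTR in CHO cells | Technique: Kinetic Fluo-8 calcium fluorescence | Benchmarks: EC15 oxytocin alone as 0%, 75 nM oxytocin as 100% | Probe or stimulus: Oxytocin at about EC15, sub-maximal agonist stimulus | Incubation: Compound 6 min at room temperature before oxytocin, 100 s read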
# Active calls of the source: *; x = no result given.
cpd	SMILES	M1 PAM parental	TAAR1 ag	M1 ag	CHO-K1 Ca antag	CHO parental Ca	CHO-K1 Ca ag	TAAR1 antagonist	OXTR potentiator	M1 antag
1	COC(=O)c1cccc(COC(=O)CNC(=O)c2ccco2)c1	1	4	-3	0	1	0.2	1	0	-6
2	CNC(=O)c1cc2cc(OC)ccc2n1CCN(Cc1ccccc1)Cc1ccccc1	17	9	-4	-14	-34	0.9	2	-18	-4
3	CCOC(=O)/C(C#N)=C/Nc1ccsc1C(=O)OC	14	8	-1	-8	3	0.9	-9	1	-3
4	CCC(=O)N1c2ccc(S(=O)(=O)N3CCN(C)CC3)cc2CC1C (stereo not given)	-18	0	-1	2	5	-0.3	-6	-6	-19
5	CCCNC(=O)c1cc(SC)ccc1Cl	18	4	-5	-14	3	0.1	0	0	-12
6	Cc1ccc(NC(=O)C2C3C=CC4(CN(Cc5cccnc5)C(=O)C24)O3)cc1 (stereo not given)	30	1	-1	-14	-7	0.3	-17	5	-13
7	NS(=O)(=O)c1cccc(NC(=S)NC(=O)c2cccc([N+](=O)[O-])c2)c1	-7	3	-1	-4	1	4.2	-4	1	-10
8	OC(COc1ccc(-c2ccccc2)cc1)CN1CCCCC1 (stereo not given)	20	4	-4	-3	x	3.5	-7	x	0
9	O=C(c1ccc(F)cc1)N1C2CCC1CC(O)(c1ccccc1F)C2 (stereo not given)	0	1	-4	-2	-6	0.2	-11	4	6
10	Cc1ccccc1S(=O)(=O)NCC1CCCO1 (stereo not given)	x	2	x	x	-1	x	-8	-2	x
11	Cc1ccc2nc3c(cc(C(=O)NC4CCCCC4)c(=N)n3C3CCCCC3)c(=O)n2c1	6	0	-11	-5	-15	-0.1	-16	-6	5
12	CC1(C)CC(NCCC(c2ccccc2)c2ccco2)CCO1 (stereo not given)	-17	4	-5	2	-15	0.3	-18	-2	23
13	CC(=O)N1C(=O)C(=C2C=C(C)OC(C)=C2)c2ccccc21	7	0	-6	-9	-8	-0.7	-4	2	6
14	CSc1nnc(-c2cc[n+](C)cc2)n1CCO	-6	2	-5	3	6	-0.2	-6	-6	5
15	Cc1ccc(C)c(OCCn2cc(/C=C(\C#N)C(=O)NCC3CCCO3)c3ccccc32)c1 (stereo not given)	-15	3	-5	22	-6	0.8	33	-9	10
16	COc1cc(/C=N/Nc2nc3ccccc3o2)cc(OC)c1O	3	3	-3	5	-10	0.1	2	-18	-3
17	COc1ccc(NC2CCCN(C(=O)CCC(=O)c3ccc(F)cc3)C2)cc1 (stereo not given)	-27	7	0	13	-34	2.4	9	-11	10
18	CCN(CC)S(=O)(=O)c1ccc(N2CCCC2)c(NC(=O)CC(C)(C)C)c1	21	0	-3	-14	-24	0.0	-22	-1	-10
19	C=CCNC(=O)CN1CCC(O)(c2ccccc2)CC1	19	0	-5	-21	-5	0.9	1	4	-4
20	CCCNC(=S)N1CC2(C)CN(C(=O)C(=O)OCC)CC(C)(C1)C2=O	24	3	-4	-9	-11	0.5	-8	-1	-1
21	COc1cccc(NC(=S)Nc2cccc3ccccc23)c1	-6	-1	-2	3	11	0.8	-3	-4	-2
22	Cc1ccc(NC(=O)c2cc(-c3ccccc3)nn2-c2ccccc2)c(Br)c1	21	4	-9	-12	-9	0.5	-27	-6	-6
23	CNC(=O)N1CCC(C(=O)c2c(C)c(C)c(C)c(C)c2C)CC1	2	1	-2	-3	-10	2.5	-22	-6	-14
24	COc1ccc(S(=O)(=O)NCc2ccccc2)cc1Br	3	-1	-2	2	3	1.3	0	-8	-8
25	Cc1noc(C)c1COc1ccccc1C(=O)N1CCN(S(=O)(=O)c2cccc(Cl)c2)CC1	-37	17	-6	14	x	4.2	0	x	-4

# More results
cpd	SMILES	M1 PAM parental	TAAR1 ag	M1 ag	CHO-K1 Ca antag	CHO parental Ca	CHO-K1 Ca ag	TAAR1 antagonist	OXTR potentiator	M1 antag
26	O=C(O)CC(C(=O)Nc1ccc(F)cc1)C1CCCO1 (stereo not given)	8	0	-5	-2	-9	0.0	-34	-13	-13
27	CC(C)C[C@@H](CO)NC(=O)CC[C@H](NC(=O)OC(C)(C)C)C(=O)N(Cc1ccccc1)Cc1ccccc1	-21	1	-6	18	-26	-0.7	1	-12	8
28	C=CCn1c(Cn2c(-c3cnccn3)nc3ccccc32)nc2ccccc21	0	3	x	5	x	-0.5	-3	x	x
29	O=C(NC1CCCc2c1cnn2-c1cc(F)cc(F)c1)c1ccncc1 (stereo not given)	-8	1	-4	-8	-12	1.6	-5	-11	-10
30	CNc1cncc(-c2cc(OC)ccc2OC)n1	-11	3	-1	15	x	-0.2	-5	x	-1
31	CCCCN(C(=O)c1cccc(S(=O)(=O)N(C)c2ccc(C)cc2)c1)c1c(N)n(CC(C)C)c(=O)[nH]c1=O	18	13	-4	-16	x	0.1	0	x	-9
32	COc1ccc(CCNc2nc(Cl)nc(NC(C)(C)CO)n2)cc1OC	23	2	0	-16	-19	3.5	8	3	-10
33	COc1ccccc1CNC(=O)CCNC(=O)C1CCN(S(=O)(=O)c2ccccc2)CC1	7	2	-1	-10	-7	0.6	-12	-2	-1
34	Nc1ccc2c(c1)[nH]c(=O)c1ccccc12	0	0	-3	-9	x	-0.4	1	x	-1
35	C=CCn1c(SCC(=O)NCC2CCCO2)nc2c([nH]c3ccccc32)c1=O (stereo not given)	6	2	-4	-16	-11	1.1	-4	-5	-12
36	CCCCCOC(=O)C1[C@H]2C(=O)N(Cc3cccs3)C[C@]23C=C[C@H]1O3 (stereo not given in full)	5	1	-3	-22	-16	-0.4	-8	-2	-6
37	Oc1ccc(/C=N/NC(=S)Nc2cccnc2)cc1O	-4	21	-3	-12	-5	0.0	8	-6	8
38	COC(=O)c1ccc(CN2CCC(CO)(CCOc3ccccc3)CC2)cc1	7	1	14	-9	4	2.7	10	-9	77*
39	Cc1onc(-c2c(Cl)cccc2Cl)c1C(=O)N1CCc2ccccc21	8	0	-7	-3	-17	0.6	-11	5	68*
40	Cc1ccc(S(=O)(=O)CCc2nnc(N)s2)cc1	9	1	0	-4	-4	0.2	-4	-12	6
41	COc1ccccc1N1CCN(C(=O)NCc2ccc(Cl)cc2)CC1	-16	3	-4	-14	-2	2.9	13	-6	4
42	CCCOCC(O)CC(CC)C(=O)NNC(=S)Nc1ccccc1 (stereo not given)	-3	7	-6	1	-5	0.0	15	5	-2
43	Nc1nnnn1/N=C/c1ccco1	-2	8	-5	-2	-2	0.1	1	2	6
44	Cc1nnc(SCC(=O)Nc2nccs2)n1N	20	6	3	14	-10	0.3	-18	-6	-16
45	COc1ccc(-n2c(N)c(C(=O)Nc3c(C)n(C)n(-c4ccccc4)c3=O)c3nc4ccccc4nc32)cc1	-1	4	-6	-9	-24	0.3	24	-8	-9
46	CN(c1ccccc1)S(=O)(=O)c1cccc(C(=O)OCC(=O)Nc2ccc(C(N)=O)cc2)c1	1	8	-3	-9	-1	0.3	27	-7	-11
47	COc1ccc(CN(C)C(C)C(=O)NC2CCCc3ccccc32)cc1 (stereo not given)	4	6	-8	3	-21	9.4	-38	-8	11
48	O=C(Nc1cccc(Cl)c1N1CCCC1)c1ccc(Br)o1	12	10	-5	-3	-27	-0.1	-2	5	-8
49	CC(=O)Nc1ccc(NC(=O)c2cc(-c3ccccc3)nc3ccccc23)cc1	17	13	-3	-14	x	6.3	46	x	1
50	COCCNC(=O)c1onc(CSc2ccc(F)cc2)c1C(=O)NCCOC	13	2	-4	-11	0	0.7	-4	2	-7

# (next part)
cpd	SMILES	M1 PAM parental	TAAR1 ag	M1 ag	CHO-K1 Ca antag	CHO parental Ca	CHO-K1 Ca ag	TAAR1 antagonist	OXTR potentiator	M1 antag
51	CCOC(=O)N1CCN(C(=O)CSc2cc(C)nc3c(-c4ccccc4OC)c(C)nn23)CC1	14	0	-4	-1	-18	0.0	9	-7	-6
52	CCOc1ccccc1CN1CCNC(=O)C1CC(=O)NC1CCCCCC1 (stereo not given)	18	4	7	-5	-24	-0.6	-20	-6	-2
53	O=C(O)CCc1nc2cc3ccccc3cc2[nH]1	7	2	-4	-18	9	0.3	-14	-4	-10
54	O=C(CCNC(=O)C1CCN(S(=O)(=O)c2ccccc2)CC1)NCCc1ccc(Cl)cc1	18	8	-2	-14	-8	3.8	-27	-1	-11
55	Cc1cc(F)ccc1-c1cc(C(=O)NC(C)C)[nH]n1	-7	3	0	-5	x	0.6	4	x	-5
56	Cc1ccc(S(=O)(=O)N2C(=O)CCC2C(=O)O/N=C(\N)c2ccccc2)cc1 (stereo not given)	10	0	18*	-5	-13	0.8	-23	0	-9
57	COc1ccc(CNS(=O)(=O)c2cc(Br)cc3c2N(C(C)=O)C(C)C3)cc1 (stereo not given)	5	1	-1	-13	-10	1.7	-2	-10	-10
58	CC1(C(=O)Nc2ccc3nc[nH]c3c2)CCN1C(=O)C1(c2ccccc2)CCCC1 (stereo not given)	9	0	0	-2	x	1.6	-11	x	-20
59	COc1ccc(C(=O)N/N=C(\C)CC(=O)Nc2ccc3c(c2)OCO3)cc1	12	3	-3	-4	-19	0.8	-8	2	-10
60	NC(=O)c1cc(S(=O)(=O)N2CCCCC2)cs1	15	2	-3	-20	-3	2.2	-18	-9	-11
61	CCN1C(=O)[C@H]2[C@H]3CN=C(SCc4ccc(C)cc4)N3[C@@](CC)(C(=O)OC)[C@H]2C1=O	18	1	-4	-10	-16	0.6	-6	x	-19
62	O=C(CCN1C(=O)c2ccccc2S1(=O)=O)NCc1ccccc1Cl	11	2	-5	-5	x	0.8	11	x	-8
63	O=C(NCCc1ccccc1)c1ccc(Cl)c([N+](=O)[O-])c1	20	9	-6	-21	-13	6.8	19	1	10
64	Cc1nn(CC(=O)NCCCN2C(C)CCCC2C)c(=O)c2cc3occc3n12 (stereo not given)	14	4	-5	-15	-4	0.6	-7	-3	-12
65	Cc1cccc(NC(=O)Nc2ccc3c(c2)N(C)C(=O)CS3)n1	13	10	-4	2	-15	3.2	37	-8	-9
66	CCC1CCCCN1CCNC(=O)C1CCCN(S(=O)(=O)c2cccc3nsnc23)C1 (stereo not given)	-3	0	-6	-14	-25	-0.3	-22	-4	0

# Pulled by structure from the entries so far, three records:
cpd	SMILES	M1 PAM parental	TAAR1 ag	M1 ag	CHO-K1 Ca antag	CHO parental Ca	CHO-K1 Ca ag	TAAR1 antagonist	OXTR potentiator	M1 antag
58	CC1(C(=O)Nc2ccc3nc[nH]c3c2)CCN1C(=O)C1(c2ccccc2)CCCC1 (stereo not given)	9	0	0	-2	x	1.6	-11	x	-20
51	CCOC(=O)N1CCN(C(=O)CSc2cc(C)nc3c(-c4ccccc4OC)c(C)nn23)CC1	14	0	-4	-1	-18	0.0	9	-7	-6
55	Cc1cc(F)ccc1-c1cc(C(=O)NC(C)C)[nH]n1	-7	3	0	-5	x	0.6	4	x	-5
